High-throughput results (PubChem BioAssay)
TMEM16A inh: inhibitors of mouse TMEM16A calcium-activated chloride channel; Q8BHY3; HEK293 TMEM16A/YFP iodide influx fluorescence, ionomycin; normalized B-score (activity score, 25-100; higher = stronger inhibition) at 10 µM; 310,000 tested, 1.2% active;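 active = ratio plate-corrected score three or more library SD toward inhibition, starting fluorescence score within five deviations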;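 note: score derived from kinetic fluorescence span divided by baseline fluorescence per well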
HDAC3 inhib: blocks human histone deacetylase 3; O15379; recombinant HDAC3, fluorogenic peptide/trypsin coupled, fluorescence; inhibition, % at 8.3 µM; 320,000 tested, 0.15% active; in the data active = inhibition above about 26%, passing the limit was not always enough; inconclusive = no clear call, values can overlap the other calls
Target sequence (O15379 whole entry, looked up): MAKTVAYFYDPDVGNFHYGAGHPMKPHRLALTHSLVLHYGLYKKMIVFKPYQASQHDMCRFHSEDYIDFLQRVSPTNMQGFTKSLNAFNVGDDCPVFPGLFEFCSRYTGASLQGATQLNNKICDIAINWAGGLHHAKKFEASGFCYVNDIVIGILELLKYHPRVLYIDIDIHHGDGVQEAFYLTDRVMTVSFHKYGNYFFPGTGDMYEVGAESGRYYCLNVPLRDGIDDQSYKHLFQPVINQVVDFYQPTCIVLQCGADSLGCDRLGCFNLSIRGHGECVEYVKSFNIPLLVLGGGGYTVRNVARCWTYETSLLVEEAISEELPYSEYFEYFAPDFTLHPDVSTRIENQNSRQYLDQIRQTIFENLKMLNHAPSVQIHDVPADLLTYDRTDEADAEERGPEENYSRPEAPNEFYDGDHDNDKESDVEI
MrgX1 agonist: agonists of human MrgX1 receptor | 310,000 tested, 0.44% active | MrgX1-HEK293 cells, Fluo-4 calcium fluorescence, agonist mode; hits give high values | B-score at 10 µM;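 active = calcium response B-score plate-corrected fluorescence ratio at least 3 library SD, with starting fluorescence B-score inside 5 SD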
Target sequence (Q96LB2 whole entry, looked up): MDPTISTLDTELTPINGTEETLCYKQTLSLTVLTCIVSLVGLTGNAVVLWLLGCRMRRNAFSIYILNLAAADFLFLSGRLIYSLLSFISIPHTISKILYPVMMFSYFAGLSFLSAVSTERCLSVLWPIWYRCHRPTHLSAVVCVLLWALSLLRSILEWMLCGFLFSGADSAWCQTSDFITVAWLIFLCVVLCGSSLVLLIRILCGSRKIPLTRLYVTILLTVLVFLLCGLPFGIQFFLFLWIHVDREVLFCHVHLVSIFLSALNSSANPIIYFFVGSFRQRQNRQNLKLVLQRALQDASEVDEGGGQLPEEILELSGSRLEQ
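times = overnight plating, then 30 min 37 °C plus 30 min room-temperature dye loading | assay system = stable human MrgX1 HEK293 cell line | input = fifteen thousand cells per well | signal = kinetic calcium dye fluorescence, Fluo-4 NW | dosing = compound delivered in addition one of three | read-out = B-scored fluorescence response ratio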
RGS4 act: RGS4 potentiation or activation; HEK293 M3R/inducible RGS4, carbachol calcium flux Fluo4; hits give low values; B-score at 10 µM; 310,000 tested, 0.92% active; AID 463111;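 active = B-score of the integrated calcium signal more than 4 SD below the library mean, with starting fluorescence not abnormally high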;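 note: negative B-score means reduced calcium response which marks RGS4 activation or potentiation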
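test system = M3R-expressing HEK293 line, RGS4 induced by doxycycline | probe or stimulus = carbachol at ECmax as muscarinic agonist stimulus | timing = dye loading 30 min 37 °C, buffer rest 30 min RT | signal = calcium dye Fluo4 fluorescence | evaluation = B score from integrated fluorescence ratio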
RGS4 block: inhibitors of human RGS4. HEK293 M3R/RGS4 inducible, Fluo-4 calcium flux; hits give high values; triggered by carbachol at its EC20. AID 463165. 310,000 tested, 0.45% active. B-score at 10 µM. P49798;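 active = B-score, a plate-corrected calcium signal, over three deviations above library mean, with baseline fluorescence within five deviations of library mean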;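 note: RGS4 expression induced by doxycycline in cells with stable M3 receptor; B-score is computed from the integrated fluorescence ratio over baseline after carbachol; higher B-score means a larger calcium signal and so more RGS4 inhibition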
Target sequence (P49798 whole entry, looked up): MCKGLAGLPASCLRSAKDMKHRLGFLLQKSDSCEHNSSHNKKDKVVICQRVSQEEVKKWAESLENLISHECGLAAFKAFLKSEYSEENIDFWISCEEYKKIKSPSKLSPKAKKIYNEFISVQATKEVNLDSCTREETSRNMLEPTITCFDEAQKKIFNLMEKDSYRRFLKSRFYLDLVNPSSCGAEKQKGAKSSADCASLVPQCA
MrgX1 allo act: human MrgX1 positive allosteric modulation, primary screen; Q96LB2; MrgX1-HEK293, Fluo-4 calcium flux, FDSS; hits give high values; B-score at 10 µM; 310,000 tested, 0.63% active; AID 588675;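 active = plate-corrected calcium response at least 3 library SD above typical, normal starting fluorescence, not activating the receptor alone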;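 note: compound read alongside a low EC10 to EC30 dose of BAM8-22 agonist; peak minus trough fluorescence over baseline measured at the second addition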
ANO1 activ: mouse TMEM16A channel activation, primary screen; B-score at 10 µM; 340,000 tested, 0.3% active; HEK293 TMEM16A/YFP-H148Q/I152L, iodide quench fluorescence; hits give low values; Q8BHY3; AID 623877;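 active = fluorescence-ratio B-score plate-corrected deviation score at least 3 library SD below zero, with starting fluorescence score within 5 deviations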;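 note: channel opened by trigger with iodide after compound preincubation; score built on the fluorescence ratio of max minus min over baseline; more negative score means more quench and so TMEM16A activation or potentiation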
TRPC6 act: activators of mouse TRPC6 channel. B-score at 10 µM. HEK293-TRPC6 membrane potential dye fluorescence; hits give high values. AID 2550. Q61143. 310,000 tested, 0.13% active;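 active = B-score of the integrated fluorescence ratio above library mean plus 3 SD, and starting fluorescence ratio within library mean plus 5 SD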;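 note: higher score means more depolarization so channel activation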
SKKanGAS inh: SKKanGAS growth inhibition | S. pyogenes SKKanGAS, kanamycin growth, BacTiter-Glo, 6 h | inhibition, % at 7.5 µM | 300,000 tested, 1.3% active | AID 1662;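 active = mean replicate score, as percent of positive control median, at least 50; inconclusive = mean below 50 but one replicate at or above 50; inactive = mean and every replicate below 50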;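 note: strain carries kanamycin resistance gene driven by streptokinase promoter and grows in 40 µg/ml kanamycin; loss of luminescence reflects streptokinase promoter inhibition or plain growth inhibition; 0% = median of DMSO wells and 100% = positive control at its reference dose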
MrgX1 antagonist: antagonists of human MrgX1 receptor; B-score at 10 µM; 310,000 tested, 1.3% active; Q96LB2; MRGX1-HEK293 calcium flux, Fluo-4, BAM8-22 antagonism; hits give low values;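 active = calcium-response B-score plate-corrected more than 3 library SD below zero, starting fluorescence within 5 deviations, no agonist response on first addition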;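 note: peak minus trough fluorescence over baseline after final BAM8-22 challenge near maximal dose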
TRPC6 inh: blocks the mouse TRPC6 cation channel; Q61143; HEK293-TRPC6, membrane potential dye, ACh-evoked depolarization; hits give low values; B-score at 10 µM; 310,000 tested, 1.1% active;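 active = B-score under library mean minus 3 SD, initial fluorescence not abnormally high, positive integrated signal ratio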;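 note: B-score derived from integrated fluorescence ratio over the kinetic read; more negative B-score means stronger inhibition of depolarization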
Numbers without * were called inactive; i = inactive; ? = inconclusive; · = not tested or not shown.

Molecule	TMEM16A inh	HDAC3 inhib	MrgX1 agonist	RGS4 act	RGS4 block	MrgX1 allo act	ANO1 activ	TRPC6 act	SKKanGAS inh	MrgX1 antagonist	TRPC6 inh
CC(NC(=O)c1ccco1)C(=O)N1CCN(c2ccccc2)CC1 (stereo unspecified)	i	5	i	i	i	i	i	i	5	i	i
COc1ccc(Cc2noc(CN(C)Cc3ccc(-n4cccn4)cc3)n2)cc1OC	i	1	i	i	i	i	i	i	-11	i	i
Cc1c(C(=O)O)cccc1-n1c(C)cc(C=O)c1C	i	1	i	i	i	i	i	i	-11	i	i
CC(=O)NN(O)C1N(C)C(=O)N(Cc2ccccc2)C1(C)C (stereo unspecified)	i	-2	i	i	i	i	i	i	2	i	i
COc1cc(-c2nc3cc(C)ccn3c2NC2CCCCC2)ccc1-c1ccc(C(C)=O)cc1	i	16	i	i	i	i	i	i	23	i	i
N#Cc1ccc(CSc2nnc(NC(=O)c3ccc(=O)[nH]c3)s2)cc1	i	3	i	i	i	i	i	i	8	i	i
Cc1ccc2c(Cl)c(C(=O)NCC(c3ccco3)N3CCCC3)sc2c1 (stereo unspecified)	i	0	i	i	i	i	i	i	7	i	i
COc1cccc(NC(=O)Nc2nnc(CC(=O)NCc3ccccc3)s2)c1	i	0	i	i	i	i	-4.9*	i	-6	i	i
Cc1ccc(C2Nc3ccccc3NC3=C2C(=O)CC(C)(C)C3)c(O)c1 (stereo unspecified)	i	-2	i	i	i	i	i	i	-4	i	i
O=C(/C=C/c1ccco1)Nc1ccc(Cl)c(S(=O)(=O)N2CCOCC2)c1	i	4	i	i	i	i	i	i	10	i	i
COCCCNC(=S)N1CCN(c2nc(-c3ccc(F)cc3)cs2)CC1	i	-1	i	i	i	i	i	i	16	i	i
CCCCCOC(=O)Nc1nnc(CCCCC)s1	i	6	i	i	i	i	i	i	-1	i	i
CCCc1nc2c([nH]1)c(=O)n(C)c(=O)n2C	i	-5	i	i	i	i	i	i	-8	i	i
CN(CC(=O)O/N=C(\N)c1cccc([N+](=O)[O-])c1)S(=O)(=O)c1ccccc1	i	0	i	i	i	i	i	i	5	i	i
Cn1c(NC(=O)c2cccc(C(F)(F)F)c2)cc(=O)n(C)c1=O	i	11	i	i	i	i	i	i	-4	i	i
Cc1ccc(-c2csc3ncnc(-n4cnc5ccccc54)c23)cc1	i	-9	i	i	i	i	i	i	3	i	i
CCOc1cc(Br)c(CC(=O)O)cc1OCC	i	-6	i	i	i	i	i	i	-3	i	i
O=C(Nc1ccccc1F)Nc1ccccc1Br	i	1	i	i	i	i	i	i	7	i	i
COc1ccc(-c2cc([C@H]3[C@H]4C=CC[C@@H](C)[C@@H]4C(=O)N3Cc3ccccc3)ccc2F)cc1OC	i	8	i	i	i	i	i	i	34	i	i
CCOCCCN(C(=O)Cn1nnc(-c2ccc(OC)c(OC)c2)n1)C(C(=O)NCC1CCCO1)c1ccc(F)cc1 (stereo unspecified)	i	2	i	i	i	i	i	i	3	i	i
COc1ccc(S(=O)(=O)NCCN2CCOCC2)c(C)c1C	i	-2	i	i	i	i	i	i	-4	i	i
COc1ccc(/C=N/NC(=O)CSc2ccccc2)cc1OC	i	3	i	i	i	i	i	i	2	i	i
CSCCOC(=O)C1=C(C)NC(=O)NC1c1ccc2c(c1)OCO2 (stereo unspecified)	i	7	i	i	i	i	i	i	-7	i	i
CCn1nc(C)c(CN2CCC(C(=O)Nc3cccc(-c4cccc(Cl)c4)c3)CC2)c1C	i	?	i	i	i	i	i	i	-2	i	i
CC1CCN(Cc2nnnn2CCCC(=O)N(C)C(C)c2ccccn2)CC1 (stereo unspecified)	i	-4	i	i	i	i	i	i	-2	i	i
COc1ccc(N(CC(=O)NC2CCCC2)C(=O)c2ccc(N3CCCCC3)nc2)cc1	i	-6	i	i	i	i	i	i	6	i	i
CCN(CC)CCN(C(=O)/C=C/c1cccs1)c1nc2ccc(C)cc2s1	i	11	i	i	i	i	i	i	5	i	i
CCC(C)N1CC(=O)N2Cc3[nH]c4ccccc4c3C[C@H]2C1=O (stereo partly specified)	i	10	i	i	i	i	i	i	0	i	i
Fc1ccccc1-c1nc2ccccc2[nH]1	i	-11	i	i	i	i	i	i	6	i	i
CCOc1ccc2nc(NC(=O)CS(=O)(=O)c3ccc(C)cc3)sc2c1	i	4	i	i	i	i	i	i	2	i	i
O=C(CN1CCOc2ccccc21)NCc1ccco1	i	-4	i	i	i	i	i	i	-1	i	i
COc1ccccc1CNC(=O)CCNC(=O)Cn1cnc2ccccc2c1=O	i	-5	i	i	i	i	i	i	0	i	i
COc1ccccc1N(C)S(=O)(=O)c1ccc(C(=O)OCC(=O)NCCC2=CCCCC2)cc1	i	5	i	i	i	i	i	i	4	i	i
CN1C(=O)C(CC(=O)Nc2ccc(F)cc2)N(NC(=O)c2cccc(F)c2)C1=S (stereo unspecified)	i	-6	i	i	i	i	i	i	-2	i	i
Cc1ccc(S(=O)(=O)NC2CCCCCCC2)cc1	i	3	i	i	i	i	i	i	-7	i	i
C[C@@H]1C=C(C(=O)NCc2ccccc2)O[C@H](OCc2ccc(CO)cc2)C1	i	14	i	i	i	i	i	i	4	i	i
CCOc1ccc(-n2cccc2C=O)cc1	i	2	i	i	i	i	i	i	1	i	i
CC(C(=O)O)N1C(=O)c2cccc3cccc1c23 (stereo unspecified)	i	3	i	i	i	i	i	i	-6	i	i
COc1ccc(C2=NN(C(=O)CCC(=O)O)C(c3ccc([N+](=O)[O-])cc3)C2)cc1 (stereo unspecified)	i	13	i	i	i	i	i	i	4	i	i
Cc1cc(NC(=O)CSCC(=O)N(C)Cc2ccc(Cl)c(Cl)c2)no1	i	-1	i	i	i	i	i	i	-8	i	i
Cc1cccc(C)c1Nc1nnc(SCC(=O)NCc2ccco2)s1	i	-2	i	i	i	i	i	i	-1	i	i
Cc1cc(C)cc(COn2ccnc2)c1	i	-5	i	i	i	i	i	i	6	i	i
O=C(c1ccc2c(c1)OCCO2)N1CCCC(CNS(=O)(=O)c2cccs2)C1 (stereo unspecified)	i	2	i	i	i	i	i	i	-1	i	i
O=C(Nc1cc([N+](=O)[O-])ccc1O)c1cccc(C(=O)Nc2cc([N+](=O)[O-])ccc2O)c1	i	3	i	i	i	i	i	i	20	i	i
CC[n+]1ccc(C)c2cc(S(=O)C(F)(F)F)ccc21 (stereo unspecified)	i	6	i	i	i	i	i	i	-2	i	i
COc1cc(NC(=O)c2ccc(C)cc2C)ccc1NC(=O)c1cc2ccccc2o1	i	5	i	i	i	i	i	i	-3	i	i
Cc1cc(C[n+]2ncsc2N)c2ncccc2c1	i	-4	i	i	i	i	i	i	-16	i	i
CN1CCN(C(=O)c2ccc3c(=O)n(Cc4ccco4)c(=S)[nH]c3c2)CC1	i	1	i	i	i	i	i	i	3	i	i
Cn1c(SCC(=O)NCC2CCCO2)nnc1-c1cccc(NC(=O)c2ccccc2F)c1 (stereo unspecified)	i	-5	i	i	i	i	i	i	0	i	i
COC(=O)C(Cc1c[nH]c2ccccc12)NC(=O)C(=O)c1c[nH]c2ccccc12 (stereo unspecified)	i	6	i	i	i	i	i	i	-5	i	i
Cc1cc(F)ccc1S(=O)(=O)Nc1ccccc1C(=O)Nc1ncn[nH]1	i	-28	i	i	i	i	i	i	-3	i	i
Cc1cc(C)cc(N(CC(=O)Nc2ccc(-c3nc4ccc(C)cc4s3)cc2)S(C)(=O)=O)c1	i	-17	i	i	i	i	i	i	30	i	i
O=C1OC(Nc2nc3ccccc3s2)c2ccccc21 (stereo unspecified)	i	-4	i	i	i	i	i	i	2	i	i
NC(=O)Oc1cccc(OC(N)=O)c1	i	1	i	i	i	i	i	i	-4	i	i
CCOC(=O)C1=NNC(C(=O)c2ccc(Cl)cc2)C1c1ccccc1 (stereo unspecified)	i	0	i	i	i	i	i	i	10	i	i
O=C1COc2ccc(C(=O)COC(=O)CCSc3ccccc3)cc2N1	i	-1	i	i	i	i	i	i	-15	i	i
CCCCCNC(=O)C1CCC(Cn2c(=S)[nH]c3ccccc3c2=O)CC1 (stereo unspecified)	i	5	i	i	i	i	i	i	12	i	i
CCCCOc1nc(N2CCOCC2)nc(C)c1[N+](=O)[O-]	i	-2	i	i	i	i	i	i	2	i	i
CCCCn1nc2cc(C(=O)NC3CCc4ccccc43)ccc2c1OCC (stereo unspecified)	i	-19	i	i	i	i	i	i	-2	i	i
CC(C)(C)C(=O)COC(=O)c1cccc(NC(=O)c2ccco2)c1	i	10	i	i	i	i	i	i	-1	i	i

Following part
Molecule	TMEM16A inh	HDAC3 inhib	MrgX1 agonist	RGS4 act	RGS4 block	MrgX1 allo act	ANO1 activ	TRPC6 act	SKKanGAS inh	MrgX1 antagonist	TRPC6 inh
C/C(Cn1nnc2ccccc21)=N\OC(=O)c1ccccc1C	i	1	i	i	i	i	i	i	0	i	i
O=C(CCc1nc2ccccc2c(=O)[nH]1)N1CCN(C/C=C/c2ccccc2)CC1	i	-1	i	i	i	i	i	i	1	i	i
O=C(O)C1CCN(C(=O)c2csc(-c3ccc4c(c3)CCO4)n2)CC1	i	-4	i	i	i	i	i	i	0	i	i
COc1cc(C2c3c([nH]c(=O)[nH]c3=O)Nc3ccc4ccccc4c32)ccc1O (stereo unspecified)	i	?	i	i	i	i	i	i	23	i	i
Cc1ccc(/C=C2\SC(N)=NC2=O)s1	i	1	i	i	i	i	i	i	-4	i	i
CCCC(=O)Nc1ncnc2c1ncn2[C@@H]1O[C@@H]2OP(=O)(O)OC[C@H]2[C@H]1OC(=O)CCC	i	3	i	·	·	i	i	·	·	i	·
N#Cc1c(NC(=O)CN2CCOCC2)oc(-c2ccccc2)c1-c1ccccc1	i	-12	i	i	i	i	i	i	-6	i	i
